IkB sig inh – suppresses IkB signaling in ABC-DLBCL reporter cells. ABC-DLBCL IkBa-CBG/CBR dual luciferase ratio, 4 h; response scale: scaled: untreated 0%, proteasome inhibitor 100%. Potency, µM (doses to about 57.1 µM), for the others: at the top dose IkBa stabilization activation. 0.04% of 110,000 active. AID 445; active = well fitted curve in the direction sought with a large enough effect in the signal ratio, not every such curve was filed as active; inconclusive = small, poorly fitted or top-dose-only effect, or a change in a side signal; the % refers to the signal ratio;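 note: the direction sought is a rising ratio; 0% = basal untreated cells and 100% = reference inhibitor full response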
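Curves were fitted separately to fusion (green), unfused (red) and ratio luminescence, then classed by r2, magnitude and activity. Cells: OCI-Ly3, 4 h compound plus doxycycline at 37C; 10 uM MG-132 defined full response.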
Imprint erasure – genomic imprint erasure induction; mouse ES Peg3-LacZ reporter, beta-gal luminescence, 40 h; Potency, µM (highest dose often 60.7 µM), for inactives: at the highest dose activity change, positive = activation, actives largely listed as activators; 0.02% of 110,000 active;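 note: 0% = negative control wells on the plate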
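Readout: BetaGlo luminescence (5 min, room temp) for LacZ from the normally silent maternal Peg3 allele in female Peg3LacZ-Neo ES cells. Cells 300/well, 40 h, 37C, 5% CO2. Data normalized per plate to negative controls.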
p53ts 39C kill – cytotoxicity in p53ts cells at nonpermissive temperature | Potency, µM (top dose mostly 46.1 µM), without a hit: at the top dose activity change, negative = cell killing, hits mostly cytotoxic | 1.5% of 130,000 active | H1299-p53A138V viability at 39C, ATP luminescence, 24 h; note: nearly all actives have a fitted effect of over 55% in size
p53ts 32C tox – p53ts cell cytotoxicity, permissive temperature; H1299-p53A138V at 32C, ATP luminescence viability, 24 h; Potency, µM (top dose mostly 46.1 µM), for the others: at the highest dose activity change, negative = cytotoxicity, most hits filed as cytotoxic; 0.93% of 130,000 active; AID 924;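 note: 0% = DMSO and -100% = full killing by reference compound; nearly all actives have a fitted effect of over 55% in size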
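H1299-p53 A138V cells (temperature-sensitive p53) exposed 24 h to up to 46 uM compound at 32C, where p53 is wild-type in conformation. Viability read as ATP luminescence and normalised to DMSO and 100 uM tamoxifen. AC50 fitted with the Hill equation.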
* hit, by the source's call; [ ] = dose if it differs, or a comment. Unless noted, calls come from the whole dose curve; as a rule, active = well fitted curve in the direction sought with a large enough effect; inconclusive = small, poorly fitted or top-dose-only effect, or another doubt; inactive = no such curve, though single readings can be large; an effect the other way counts as inactive or inconclusive. Unless noted, % is set by controls: 0 for no effect and ±100 for the full control effect; potency is the fitted concentration of half-maximal effect.

CCOC(=O)c1c(C)[nH]c(C)c1S(=O)(=O)NCC(=O)NCc1cccc(C)c1 was read as IkB sig inh 0.8%, Imprint erasure 12%[10.9 µM], p53ts 39C kill -13% and p53ts 32C tox 6%.
Screening CCCCNc1cc(=O)n(C)c(=O)[nH]1 returned IkB sig inh 1.2%, Imprint erasure -8%, p53ts 39C kill -5% and p53ts 32C tox -2%.
For CCOC(=O)C(NC(=O)c1ccc(OC)cc1)(Nc1cc(C)on1)C(F)(F)F (stereo unspecified) the results were IkB sig inh 0.9%, Imprint erasure 2%, p53ts 39C kill -12% and p53ts 32C tox 4%.
O=S(=O)(Nc1ccc(-c2nc3cccnc3s2)cc1)c1cccs1 was read as IkB sig inh -2.6%, Imprint erasure -22%, p53ts 39C kill -22% and p53ts 32C tox 2%.
CN1CCN(c2ncc3nc(-c4ccc(Cl)cc4)c(=O)n(CCC#N)c3n2)CC1 was read as IkB sig inh -6.3%[11.4 µM], p53ts 39C kill -5% and p53ts 32C tox -9%.
COc1ccc(Br)cc1S(=O)(=O)N1CC(C)OC(C)C1 (stereo unspecified) was read as IkB sig inh -0.8%, Imprint erasure -7%, p53ts 39C kill 9% and p53ts 32C tox 1%.
`CCOc1ccc(-c2cc(NC(=O)Nc3ccccc3Cl)c(C(=O)OC)s2)cc1` gave IkB sig inh -0.7%, Imprint erasure -13%[10.9 µM], p53ts 39C kill -23% and p53ts 32C tox inconclusive.
Cc1ccc2cc(CN(CC3CCCO3)S(=O)(=O)c3c(C)ccc4nsnc34)c(=O)[nH]c2c1 (stereo unspecified) was read as IkB sig inh 0.2%, Imprint erasure -1%, p53ts 39C kill -16% and p53ts 32C tox 8%.
Screening CC(=O)c1c(C)nc2ccccn12 returned IkB sig inh 1.0%, Imprint erasure -11%, p53ts 39C kill 8% and p53ts 32C tox -13%.
Screening COc1ccccc1NC(=O)Nc1ccnn1C1CCCCC1 returned IkB sig inh 0.1%, Imprint erasure 3%, p53ts 39C kill 12% and p53ts 32C tox 3%.
`CCCCc1nc(N)c(C#N)c(-c2ccco2)c1CCC` gave p53ts 39C kill 13% and p53ts 32C tox 1%.
Cc1ccc(-c2nnn(CC(=O)NCCc3ccc4c(c3)OCO4)n2)o1 was read as IkB sig inh -0.9%, Imprint erasure inconclusive, p53ts 39C kill -9% and p53ts 32C tox 2%.
For Cn1c(=O)n(C)c2cc(N3CCOCC3)c(NS(=O)(=O)c3cccc(C#N)c3)cc21 the results were IkB sig inh 0.0%, Imprint erasure -4%[10.9 µM], p53ts 39C kill -7% and p53ts 32C tox 4%.
O=C(COc1ccc(S(=O)(=O)N2CCCCC2)cc1)N1CCCCCC1 was read as IkB sig inh 3.4%, Imprint erasure -9%, p53ts 39C kill 8% and p53ts 32C tox 3%.
Clc1cccc(-c2nnc(CN3CCN(c4ccccn4)CC3)o2)c1 was read as IkB sig inh 3.4%, Imprint erasure -10%[10.9 µM], p53ts 39C kill -20% and p53ts 32C tox 6%.
Screening Cc1cccc(CCNC(=O)c2c[nH]c3ccc(S(=O)(=O)Nc4ccccc4F)cc3c2=O)c1 returned IkB sig inh 1.4%, Imprint erasure 7%[10.9 µM], p53ts 39C kill -16% and p53ts 32C tox 0%.
`Cc1noc(C)c1-c1nccc(N2CCN(C)CC2)n1` gave IkB sig inh -3.1%[11.4 µM], Imprint erasure inconclusive, p53ts 39C kill -12% and p53ts 32C tox 8%.
For CSc1cccc(Nc2cc(C(=O)NCCCN(C)c3ccccc3)c3ccccc3n2)c1 the results were IkB sig inh inconclusive, Imprint erasure -12%[10.9 µM], p53ts 39C kill -8% and p53ts 32C tox 1%.
Cc1ccc2ncc(C(=O)c3ccc(C)c(C)c3)c(S(=O)(=O)c3ccccc3)c2c1 was read as IkB sig inh inconclusive, Imprint erasure -9%[10.9 µM], p53ts 39C kill -6% and p53ts 32C tox 5%.
`CCOC(=O)CSc1nc2c(c(=O)n1-c1ccc(OC)cc1)SCC2` gave IkB sig inh 0.1%, Imprint erasure -92%[inhibitor], p53ts 39C kill 1.3µM* and p53ts 32C tox 1.3µM*.
For CCOc1ccccc1NS(=O)(=O)c1cccs1 the results were IkB sig inh 3.5%, Imprint erasure -10%, p53ts 39C kill 14% and p53ts 32C tox 3%.
Cc1ccc(-c2noc(COc3ccccc3C)n2)cc1 was read as IkB sig inh -0.1%, Imprint erasure -15%, p53ts 39C kill 3% and p53ts 32C tox -5%.
Screening COc1ccc(-c2ccc(=O)n(Cc3cc(=O)n4ccccc4n3)n2)cc1 returned IkB sig inh -1.1%, Imprint erasure -16%, p53ts 39C kill -16% and p53ts 32C tox -3%.
For Cc1c(/C=N/n2cnnc2)c2ccccc2n1CCOc1ccccc1 the results were IkB sig inh 4.2%, Imprint erasure -20%, p53ts 39C kill -7% and p53ts 32C tox 32%[activator].
`O=C(O)Cc1csc2ccccc12` gave IkB sig inh 0.2%, Imprint erasure 21%, p53ts 39C kill 0% and p53ts 32C tox 1%.
Screening CCOC(=O)c1cc(-c2ccc(F)cc2)n(CCC(=O)Nc2nc3cc(C)c(C)cc3s2)c1C returned IkB sig inh inconclusive, Imprint erasure -10%[10.9 µM], p53ts 39C kill 4% and p53ts 32C tox -15%.
Screening Cc1cc(C)n(C(=O)c2cc3sccc3[nH]2)n1 returned IkB sig inh 0.3%, Imprint erasure -10%, p53ts 39C kill -10% and p53ts 32C tox -9%.
Screening Cc1cccc(NC(=O)Cn2cnc(S(=O)(=O)N3CCCC3)c2)c1C returned IkB sig inh -0.5%, Imprint erasure 17%[10.9 µM], p53ts 39C kill 7% and p53ts 32C tox 1%.
CC(=O)Nc1ccc(S(=O)(=O)N2CCCc3ccccc32)cc1 was read as IkB sig inh 1.5%, Imprint erasure -8%, p53ts 39C kill 8% and p53ts 32C tox 4%.
COc1cccc(-c2nn(C)c3sc(C(=O)NCCc4ccc(Cl)cc4)cc23)c1 was read as IkB sig inh inconclusive, Imprint erasure -8%[10.9 µM], p53ts 39C kill -1% and p53ts 32C tox 19%.
For CCN(CC)CCOC(=O)c1c(C)oc2ccc(OC)cc12 the results were IkB sig inh -0.3%, Imprint erasure -17%, p53ts 39C kill -7% and p53ts 32C tox -12%.
COc1cc2cc3c(N)c(C(=O)NCc4ccco4)sc3nc2cc1OC was read as IkB sig inh 1.3%, Imprint erasure -20%, p53ts 39C kill 0% and p53ts 32C tox 6%.
`CCOC(=O)c1c(C)sc(-c2c(-c3cc(C)ccc3C)[nH]c3c2c(=O)n(C)c(=O)n3C)c1O` gave IkB sig inh 1.4%, Imprint erasure 14%[10.9 µM], p53ts 39C kill 6% and p53ts 32C tox 10%.
Screening COc1ccccc1NC(=S)N1CCC(c2nc3ccccc3o2)CC1 returned p53ts 39C kill -27% and p53ts 32C tox -18%.
`CCCCCSc1nc2sc3c(c2c(=O)n1-c1ccccc1)CCN(C(C)=O)C3` gave IkB sig inh inconclusive, Imprint erasure -8%[10.9 µM], p53ts 39C kill 13µM* and p53ts 32C tox inconclusive.
`COc1ccc(CN2C(=O)N(c3ccc(F)cc3)C(=O)C2CC(=O)Nc2cc(OC)cc(OC)c2)cc1` (stereo unspecified) gave IkB sig inh 0.7%, Imprint erasure 4%[10.9 µM], p53ts 39C kill 5% and p53ts 32C tox 8%.
Screening O=C(Cc1ccccc1)Nc1nonc1NC(=O)c1ccccc1 returned IkB sig inh 0.7%, Imprint erasure -10%, p53ts 39C kill 9% and p53ts 32C tox 9%.
`Cc1ccc(C2C(C(=O)c3sc(C)nc3C)=C(O)C(=O)N2CCN(C)C)o1` (stereo unspecified) gave IkB sig inh 2.0%, Imprint erasure -12%, p53ts 39C kill -8% and p53ts 32C tox 6%.
Screening CC(=O)Nc1ccc(S(=O)(=O)NCC2CCC(C(=O)NCCCOC(C)C)CC2)cc1 (stereo unspecified) returned IkB sig inh 1.4%, Imprint erasure 9%[10.9 µM], p53ts 39C kill -12% and p53ts 32C tox 6%.
`COc1ccc(NC(=O)c2oc3ccc(S(=O)(=O)N4CCOCC4)cc3c2C)c(OC)c1` gave IkB sig inh 0.4%, Imprint erasure 18%[10.9 µM], p53ts 39C kill -14% and p53ts 32C tox 9%.
COC(=O)c1cc(Cl)c(NC(=O)/C=C/c2ccc(Cl)cc2Cl)cc1OC was read as IkB sig inh inconclusive, Imprint erasure -8%[10.9 µM], p53ts 39C kill 7% and p53ts 32C tox 10%.
For CC(=O)NCCNc1ncncc1-c1ccc(N(C)C)cc1 the results were IkB sig inh 0.4%[11.4 µM], Imprint erasure -1%, p53ts 39C kill -9% and p53ts 32C tox 9%.
COCCn1c(SCC(=O)Nc2ccc(C)cc2)nc2c(oc3ccccc32)c1=O was read as p53ts 39C kill -17% and p53ts 32C tox -8%.
`CCOC(=O)c1nnn(-c2nn3nnnc3c3ccccc23)c1C` gave IkB sig inh -1.6%, Imprint erasure -26%, p53ts 39C kill -6% and p53ts 32C tox 3%.
For CN(C)c1ccc(-c2nc3ccccn3c2Nc2ccc3c(c2)OCCO3)cc1 the results were IkB sig inh -0.6%, Imprint erasure -11%[10.9 µM], p53ts 39C kill inconclusive and p53ts 32C tox -26%.
COC(=O)c1c(-c2ccccc2)csc1NC(=O)c1ccco1 was read as IkB sig inh -0.9%, Imprint erasure -6%, p53ts 39C kill -11% and p53ts 32C tox -15%.
c1coc(CNc2ncnc3c2oc2ccccc23)c1 was read as IkB sig inh -0.1%, Imprint erasure -5%, p53ts 39C kill 0% and p53ts 32C tox -10%.
Cc1cccc(Nc2nc(-c3ccccc3)nc3ccccc23)c1 was read as IkB sig inh inconclusive, Imprint erasure -10%[10.9 µM], p53ts 39C kill -18% and p53ts 32C tox -22%.

A portion from further up, for reference:
Screening O=C(Cc1ccccc1)Nc1nonc1NC(=O)c1ccccc1 returned IkB sig inh 0.7%, Imprint erasure -10%, p53ts 39C kill 9% and p53ts 32C tox 9%.
`Cc1ccc(C2C(C(=O)c3sc(C)nc3C)=C(O)C(=O)N2CCN(C)C)o1` (stereo unspecified) gave IkB sig inh 2.0%, Imprint erasure -12%, p53ts 39C kill -8% and p53ts 32C tox 6%.

Additional structures
`CN(CCNC(=O)C1(O)c2ccccc2NC(=O)N1c1ccccc1)Cc1ccccc1` (stereo unspecified) gave IkB sig inh 3.9%, Imprint erasure -9%, p53ts 39C kill -4% and p53ts 32C tox -3%.
`CCC(C)Nc1nc(SC(C(C)=O)C(C)=O)nc(N(C)C)n1` (stereo unspecified) gave IkB sig inh -0.6%, Imprint erasure -11%, p53ts 39C kill 6% and p53ts 32C tox -11%.
Screening Cc1ccc(CCNC(=O)c2cc(-c3ccccc3)n[nH]2)cc1 returned IkB sig inh -0.2%, Imprint erasure 3%[10.9 µM], p53ts 39C kill 30%[activator] and p53ts 32C tox -5%.
For CCOC(=O)C1=C(C)NC(=O)NC1c1ccc2c(c1)OCCO2 (stereo unspecified) the results were IkB sig inh 0.5%, Imprint erasure -3%, p53ts 39C kill 14% and p53ts 32C tox 17%.
For COc1ccc(Cl)cc1NC(=O)CSc1cn(CC(=O)N2CCCCC2)c2ccccc12 the results were IkB sig inh inconclusive, Imprint erasure -19%[10.9 µM], p53ts 39C kill -9% and p53ts 32C tox -11%.
Cc1cccc(C(C)C)c1NC(=O)c1ccc2c(c1)CCN2S(C)(=O)=O was read as IkB sig inh 1.6%, Imprint erasure 8%[10.9 µM], p53ts 39C kill -19% and p53ts 32C tox -5%.
Screening Cn1cc(S(=O)(=O)CC(=O)Nc2ccc3c(c2)OCCO3)c2ccccc21 returned IkB sig inh 1.8%, Imprint erasure -2%, p53ts 39C kill -7% and p53ts 32C tox inconclusive.

Random excerpt: three compounds from above
COc1ccc(Br)cc1S(=O)(=O)N1CC(C)OC(C)C1 (stereo unspecified) was read as IkB sig inh -0.8%, Imprint erasure -7%, p53ts 39C kill 9% and p53ts 32C tox 1%.
Cc1ccc2cc(CN(CC3CCCO3)S(=O)(=O)c3c(C)ccc4nsnc34)c(=O)[nH]c2c1 (stereo unspecified) was read as IkB sig inh 0.2%, Imprint erasure -1%, p53ts 39C kill -16% and p53ts 32C tox 8%.
Cc1ccc(-c2noc(COc3ccccc3C)n2)cc1 was read as IkB sig inh -0.1%, Imprint erasure -15%, p53ts 39C kill 3% and p53ts 32C tox -5%.

Bioassay records: PubChem, National Center for Advancing Translational Sciences (NCATS)
